USP1 inh: USP1/UAF1 (human) deubiquitinase inhibition; recombinant USP1/UAF1, Ub-Rhodamine cleavage fluorescence; Potency, µM (top dose mostly 57.1 µM), for inactives: at the top dose activity change, negative = inhibition, usual class: inhibitors; 390,000 compounds, 0.23% hits; note: potency is the fitted concentration of half-maximal effect; % is set by controls: 0 for no effect and ±100 for the full control effect; nearly all actives have a fitted effect of over 60% in size; inactives centre near -12
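High-throughput fluorogenic screen: 1nM USP1/UAF1 complex, Ub-Rho substrate 150nM final, 50mM HEPES pH 7.8 with 0.5mM EDTA, 0.1 mg/ml BSA, 1mM TCEP and 0.01% Tween-20.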
D2 agonist: D2 dopamine receptor (human) agonism; HEK293 T-REx D2 cells, calcium flux agonist mode; activation, % at 2 µM; 340,000 compounds, 0.53% hits; AID 485358;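 active = activation over 3 SD above normal in the single-dose calcium agonist read, cut at about 30% in these data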; note: 0% is about no effect
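HEK293 Trex D2 cells, tetracycline-induced, o/n 30 C 5% CO2; no-wash Ca dye, RT 30–90 min; 10-cycle baseline, 23 nl cpd added, kinetic Ca read 180 s; agonist hits = positive Ca response.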
mIDH1 inhibitor: inhibitors of human mutant IDH1 R132H; IDH1-R132H enzyme, NADPH consumption, diaphorase/resazurin fluorescence; Potency, µM (series often up to 76.6 µM), inactives show top-dose activity change, negative = inhibition, usual class: inhibitors; 390,000 compounds, 0.093% hits; AID 602179; O75874; note: potency is the fitted concentration of half-maximal effect; % is set by controls: 0 for no effect and ±100 for the full control effect; nearly all actives have a fitted effect of over 65% in size
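IDH1-R132H (0.5 ug/mL dispensed) in pH 7.5 Tris buffer was preincubated 30 min with compound, then given a substrate mix of 0.016 mM NADPH and 2 mM alpha-KG for 80 min at room temperature; remaining NADPH was read by diaphorase/resazurin fluorescence.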
TRHR PAM: TRH receptor (human) allosteric enhancement; TRHR cells, fluo-8 calcium fluorescence, EC20 TRH enhancement; enhancement, % at 2 µM; 360,000 compounds, 0.66% hits; AID 493056; in the data active = enhancement above about 30%; note: 0% is about no effect
Target sequence (P34981 whole entry, looked up): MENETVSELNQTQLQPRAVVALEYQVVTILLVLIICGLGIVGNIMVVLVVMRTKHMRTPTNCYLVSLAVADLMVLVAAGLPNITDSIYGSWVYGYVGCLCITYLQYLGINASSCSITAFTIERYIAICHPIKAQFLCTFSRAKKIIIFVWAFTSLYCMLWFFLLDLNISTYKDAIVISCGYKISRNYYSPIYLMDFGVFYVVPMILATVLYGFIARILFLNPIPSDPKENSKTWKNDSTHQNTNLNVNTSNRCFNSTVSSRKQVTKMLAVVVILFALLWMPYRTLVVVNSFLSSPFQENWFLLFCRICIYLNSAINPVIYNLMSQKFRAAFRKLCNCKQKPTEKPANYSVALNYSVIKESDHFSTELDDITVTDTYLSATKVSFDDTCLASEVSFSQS
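Enhancer read-out: after compound pinning and an initial kinetic agonist-mode read, an EC20 of TRH (10 nM final) was injected and fluo-8 calcium signal (Ex 480/Em 530) followed at 1 s/cycle for 100 cycles in TRHR-expressing cells.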
PI4K2A block: blocks human PI4K2A kinase activity. 420,000 compounds, 0.13% hits. AID 1346378. activity change, negative = inhibition, % at 76.9 µM. Q9BTU6. purified PI4K2A, ADP-Glo luminescence, 1 h; active compounds read low; in the data active = activity change below about -50%; inconclusive = mostly about -30% to -49%;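 note: -100% = wells without enzyme as full effect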
Target sequence (Q9BTU6 whole entry, looked up): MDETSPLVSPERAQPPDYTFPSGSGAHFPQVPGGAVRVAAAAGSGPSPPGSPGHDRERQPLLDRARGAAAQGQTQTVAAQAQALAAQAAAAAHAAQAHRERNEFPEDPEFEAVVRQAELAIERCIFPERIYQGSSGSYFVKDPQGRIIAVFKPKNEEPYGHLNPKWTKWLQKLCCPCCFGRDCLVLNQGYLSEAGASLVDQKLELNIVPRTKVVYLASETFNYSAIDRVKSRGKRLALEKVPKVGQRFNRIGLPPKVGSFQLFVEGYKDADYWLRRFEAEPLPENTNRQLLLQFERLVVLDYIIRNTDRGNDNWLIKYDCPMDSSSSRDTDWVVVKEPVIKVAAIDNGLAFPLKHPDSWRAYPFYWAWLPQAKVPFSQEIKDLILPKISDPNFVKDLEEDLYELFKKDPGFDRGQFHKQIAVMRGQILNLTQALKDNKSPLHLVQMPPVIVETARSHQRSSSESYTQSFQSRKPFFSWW
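ADP-Glo luminescence measured ADP generated by PI4K2A enzyme (4 ug/mL before mixing) with 1.2 mM PI substrate (pre-mix) and 300 microM ATP (pre-mix). Tris pH7.5 buffer with MgCl2, Triton X-100; 1 h reaction at ambient temperature.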
TrxR1 inh: blocks rat thioredoxin reductase 1; O89049; recombinant rTrxR1, NADPH fluorescence consumption, selenite substrate; Potency, µM (titrated, usually from 114 µM), inactives show top-dose activity change, negative = inhibition, usual class: inhibitors; 390,000 compounds, 1% hits; note: potency is the fitted concentration of half-maximal effect; % is set by controls: 0 for no effect and ±100 for the full control effect; nearly all actives have a fitted effect of over 65% in size
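Rat TrxR1 (90 nM in the dispensed reagent) was pre-reduced with 400 uM NADPH for 5 min at room temperature, then incubated with compound for 15 min. After 400 uM selenite was added, NADPH fluorescence (Ex 340/Em 450 nm) was followed for 8 min.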
TrxR1 substrate: is turned over as a substrate by rat TrxR1 | O89049 | purified TrxR1 substrate turnover, NADPH consumption readout | Potency, µM (top dose mostly 114 µM), inactives show top-dose activity change, negative = substrate turnover | 390,000 compounds, 0.01% hits | AID 588456; note: potency is the fitted concentration of half-maximal effect; % is set by controls: 0 for no effect and ±100 for the full control effect; nearly all actives have a fitted effect of over 50% in size
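Rat TrxR1, dispensed at 90 nM, was prereduced with 400 uM NADPH (final) for 5 min at ~22 deg C, then incubated with compound 15 min before 400 uM selenite. A first-read NADPH fluorescence drop versus no-compound background flagged substrates.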
D2 antag: antagonizes the human D2 dopamine receptor; P14416; HEK293 TREx D2 cells, calcium flux, dopamine EC80; inhibition, % at 10 µM; 340,000 compounds, 2% hits; in the data active = inhibition above about 30%; note: 0% is about no effect
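Antagonism is scored as inhibition of an EC80 dopamine-evoked calcium signal in a force-coupled, tetracycline-inducible HEK293 T-REx D2 line, with compound present 180 s before agonist.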
TRHR agonist: activates the human TRH receptor. P34981. TRHR cells, calcium flux fluo-8, FDSS agonist mode. activation, % at 2 µM. 360,000 compounds, 0.18% hits; in the data active = activation above about 30%; note: 0% is about no effect
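Fluo-8-loaded TRHR cells; 10 s baseline, compound added, kinetic Ca2+ fluorescence read 1/s, agonist mode.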
The depositor's hits bear a star; ? = inconclusive; / = no result given; & = joins results of further samples; [ ] = remark or other dose. Unless noted, calls come from the whole dose curve; as a rule, active = well fitted inhibition curve with a large enough effect; inconclusive = small, poorly fitted or top-dose-only effect; inactive = no such curve, though single readings can be large or run the other way.

compound,USP1 inh,D2 agonist,mIDH1 inhibitor,TRHR PAM,PI4K2A block,TrxR1 inh,TrxR1 substrate,D2 antag,TRHR agonist
O=C(/C=C/c1ccc(F)cc1)N1CCN(c2ccccn2)CC1,-14%,-1.9,-8%,-6,3,-25%,-3%,19,-1.2
COC(=O)c1ccc(OC(=O)CCc2cc(OC)c(OC)c(OC)c2)cc1,-5%,-1.7,-1%,-8,-5,11%,7%[57.1 µM],-6,-1.4
CCCCOc1ccccc1NC(=O)CC1Sc2ccccc2NC1=O (configuration not stated),-20%,5.7,0%,-5,-6,13%,7%,/,-0.3
Cc1c(C#N)c2ncn(Cc3ccccn3)c(=O)c2n1-c1ccccc1,-3%,0.2,-2%,-5,5,7%[57.1 µM],13%[57.1 µM],13,0.7
CCCc1nnc(NC(=O)CCC(=O)NC2CC2)s1,-6%,0.0,-12%,1,5,13%,0%,-9,0.7
CCOc1ccc(Oc2ccc(S(=O)(=O)N3CCOCC3)cc2N)cc1,-28%,1.1,-4%,-1,-4,10%,-6%,8,1.2
O=C1C(c2ccc(F)cc2)N(Cc2ccc3c(c2)OCO3)C(=O)CN1C1CCCCCC1 (configuration not stated),-10%,-0.2,1%,12,-1,-1%,6%[57.1 µM],-4,-0.2
CC(NC(=O)Cc1ccccc1F)c1ccc(F)cc1 (configuration not stated),-12%,-1.0,-3%,-8,-4,18%[57.1 µM],5%[57.1 µM],17,-0.4
O=c1c2ccccc2nc2c3ccccc3c(NCc3cccnc3)nn12,3%,0.5,0%,23,0,4%,-3%,-1,-0.7
O=C(Nc1nnc(C2=COCCO2)o1)c1ccc(Cl)cc1,-8%,-0.6,1%,12,-9,4%,-1%,-8,-0.1
CC(C)CCn1c(=O)c2ccccc2c2ccccc2c1=O,-18%,0.7,4%,-3,10,7%[57.1 µM],6%[57.1 µM],-9,-0.2
Cc1cc(OCCn2cc(/C(N)=N/O)c3ccccc32)ccc1Cl,3%,/,3%,/,0,18%,2%,/,/
Cc1nc(SCC(=O)N2CC(=O)Nc3ccccc32)c2c(C)c(C)sc2n1,-24%,-0.7,-10%,-4,1,1%,-9%,8,-1.0
CCN(CC)c1ccc(CNS(=O)(=O)c2cc3c(cc2C)NC(=O)CO3)cc1,-4%,0.7,11%,6,1,16%[57.1 µM],-2%[57.1 µM],/,0.0
CC(C)(C)c1ccccc1OCCCCN1CCCC1,-15%,1.3,8%,1,2,-9%,-3%,-3,1.0
CN(C(=O)c1ccc2c(c1)OCO2)C1(C)CCS(=O)(=O)C1 (configuration not stated),-2%,0.3,3%,-3,3,1%[57.1 µM],-2%[57.1 µM],8,-0.3
COc1ccc(C(C)=O)c(Oc2ccc(S(=O)(=O)N3CCOCC3)cn2)c1,-4%,0.2,3%,2,3,-9%,-3%,11,-0.3
Cc1noc(C)c1C(=O)N1CCCC(C(=O)c2cccc(C(F)(F)F)c2)C1 (configuration not stated),-19%,-1.8,0%,-1,2,1%[57.1 µM],-3%[57.1 µM],0,0.3
CC(=O)c1cccc(NC(=O)NC2CC(=O)N(c3ccc4c(c3)OCCO4)C2)c1 (configuration not stated),-17%,0.0,4%,3,1,-10%,-10%,-8,0.4
CCOC(=O)c1c(N2CCCCC2)c2ccccc2[nH]c1=O,-4%,1.0,2%,9,4,2%,3%,10,-0.9
CCc1ccc(NC(=O)COC(=O)c2nc3nc(C)cc(C)n3n2)cc1,-14%,-0.2,1%,-4,3,-2%,-7%,41*,0.5
Cc1c(/C=N/NC(=O)c2cc(=O)[nH]c(=O)[nH]2)c2ccccn2c1C(=O)c1ccccc1,-7%,-0.9,?,-6,2,-14%[57.1 µM],-4%[57.1 µM],1,-0.7
CC(=O)c1cccc(NC(=O)CCn2c(=O)oc3ccccc32)c1,-12%,0.2,-2%,-7,-1,22%,7%,20,0.6
O=C(Nc1ccon1)c1cccc(Cl)c1,-4%,0.0,-2%,-6,2,-3%,4%[57.1 µM],19,1.8
COc1ccccc1CCNC(=O)CN1C(=O)NC2(CCCC2)C1=O,-15%,-0.3,9%,-2,3,-8%,-6%,-9,0.4
CC(=O)c1cccc(NC(=O)CC2CCCC2)c1,-16%,4.4,2%,-1,2,-21%,-6%,-6,0.5
COc1ccc(S(=O)(=O)N(C)CC(=O)N2CCCC2)cc1OC,-11%,-0.2,-2%,1,5,28%,-2%,1,0.9
COc1cc(C(=O)Nc2nccs2)ccc1OCc1c(C)noc1C,-17%,-0.5,5%,7,-9,5%,-7%,7,-0.5
CC(C(=O)Nc1cc([N+](=O)[O-])ccc1Cl)N1CCN(c2ccccc2)CC1 (configuration not stated),-16%,4.8,-3%,3,-4,19%,3%,-4,0.1
O=C(COc1ccc(Cl)cc1)N(Cc1cccs1)C1CCS(=O)(=O)C1 (configuration not stated),-11%,0.5,12%,1,-1,5%[57.1 µM],-3%[57.1 µM],-13,0.3
COCCN(C(=O)COc1ccc(Cl)cc1)c1nnc(-c2cccnc2)s1,-20%,0.7,1%,1,-2,12%,3%,15,0.5
Cc1ccc(OCC(=O)NC(=S)Nc2ccccn2)c(Br)c1,-24%,/,2%,-2,-23,37%,11%,/,0.3
Cc1cn(C)c(=O)n(C)c1=O,6%,-0.1,-10%,-3,0,4%,0%,-1,-0.6
Cc1ccc2nc(Cl)c(C3CC(c4cccs4)=NN3C(=O)CCCC(=O)O)cc2c1 (configuration not stated),-17%,0.6,0%,7,-2,6%,4%,-1,-0.1
Cc1ccn2cc(-c3cc4ccccc4oc3=O)nc2c1,4%,0.6,-6%,1,-21,-3%[57.1 µM],4%[57.1 µM],4,0.9
O=C(Nc1ccc(N2CCOCC2)c(Cl)c1)c1cccc(F)c1,2%,0.6,18%,5,4,20%[57.1 µM],-11%,21,0.2
Cc1ccccc1NC(=O)NC1(C(=O)N2CCC(O)CC2)CCCCC1,-11%,1.3,0%,20,2,16%,7%,-1,-1.3
CCOC(=O)c1ccc(N(C(=O)c2ccco2)C(C(=O)NC2CCCCC2)c2ccncc2)cc1 (configuration not stated),-10%,-0.3,3%,20,-1,19%[57.1 µM],1%[57.1 µM],17,-2.0
CCO/C([O-])=N/c1c[n+](N2CCOCC2)no1,-28%&-25%,-3.9&-1.0,-3%&-3%,-5&4,-5&-2&-2&4,?,3%[57.1 µM],-32&-12,-1.4&0.7
COc1ccc(CCNC(=O)Cn2c(=O)c3sccc3n(CC(=O)Nc3cccc(C(F)(F)F)c3)c2=O)cc1OC,-2%,-0.2,2%,-13,0,18%,2%,/,-0.5
COc1ccc(-c2nnc(SCC(=O)NCCc3ccc(S(N)(=O)=O)cc3)o2)cc1OC,-1%,0.2,-4%,4,-2,-1%,-2%,1,0.4
CC1CCCCN1C(=O)CSc1nc2c(c(=O)n(C)c(=O)n2C)n1C (configuration not stated),?,1.3,-1%,7,-1,19%,6%,-9,0.6
COc1ccc(C)cc1Nc1nc(N)c2cc(OC)c(OC)cc2n1,-11%&-24%,-0.9&-0.6,-4%&4%,-11&7,4&-2,-7%[57.1 µM],-5%[57.1 µM],7,-1.4&-0.8
O=C(c1ccc(Br)o1)N1CCN=C1SCc1cccnc1,?,0.7,5%,8,-3,-10%,2%,8,0.2
O=C(Nc1ccc([N+](=O)[O-])cc1)c1cccc(S(=O)(=O)Nc2cccnc2)c1,-28%,-0.3,-3%,11,-2,17%,-3%,-6,0.2

Look-ups from the list.
CC1CCCCN1C(=O)CSc1nc2c(c(=O)n(C)c(=O)n2C)n1C (configuration not stated) @ PI4K2A block: -1
Cc1cn(C)c(=O)n(C)c1=O @ D2 antag: -1
CCO/C([O-])=N/c1c[n+](N2CCOCC2)no1 @ USP1 inh: -28%&-25%

The list continues:
compound,USP1 inh,D2 agonist,mIDH1 inhibitor,TRHR PAM,PI4K2A block,TrxR1 inh,TrxR1 substrate,D2 antag,TRHR agonist
O=C(N=Nc1c(O)[nH]c2ccccc12)c1ccccc1NS(=O)(=O)c1cccs1,5%,-0.1,11%,1,-10,-10%[57.1 µM],-19%,3,-0.5
CCOC(=O)c1sc(Nc2nc3c(OC)cccc3s2)cc1C,-14%,-0.5,11%,5,1,-21%,7%,-9,-1.0
CN(C(=O)COC(=O)C1CCN(S(=O)(=O)c2c(Cl)cccc2Cl)CC1)c1ccccc1,-3%,-0.3,0%,-3,-2,5%,-13%[57.1 µM],-5,0.7
O=C1C(Cc2ccccc2)Nc2ncnc(N3CCCCC3)c2N1Cc1ccc(Br)cc1 (configuration not stated),-1%,/,-11%,/,1&-5,-13%,-6%,/,/
CC1=CC(C)(C)Nc2ccc(Cc3ccc4c(c3)C(C)=CC(C)(C)N4)cc21,-24%,1.2,0%,38*,-3,26%[57.1 µM],51%[activator][57.1 µM],14,-0.2
O=C(C[n+]1cccc(CNC(=O)c2ccc(OC(F)F)cc2)c1)c1ccccc1,-3%,-1.1,5%,-5,2,-4%[57.1 µM],-5%,26,0.4
CCCCOc1ccc(C(=O)N/C(=C/C=C/c2ccccc2)C(=O)N2CCOCC2)cc1,-9%,0.5,0%,2,5,-33%,-14%,-23,0.0
COCC(C)n1c(C)cc(C(=O)COC(=O)c2oc3ccccc3c2C)c1C (configuration not stated),-14%,0.4,2%,2,4,0%,-8%,-9,0.2
O=S(=O)(c1ccc(NC(=S)N/N=C/c2ccc(N3CCOCC3)cc2)cc1)N1CCOCC1,-14%,-0.5,0%,2,-4,5%,12%,-2,0.1

The order is random; about 3.9% have a hit in one of these screens.
